Bioassay records: PubChem, National Center for Advancing Translational Sciences (NCATS)
NPC1 promoter act: NPC1 promoter activation; Huh7 NPC1 promoter luciferase reporter, 24 h; Potency, µM (series often up to 9.22 µM), for inactives: at the highest dose activation, most hits filed as activators; 320,000 compounds, 2.4% hits; AID 485313;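 also: potency is read from the fitted curve at half-maximal effect; % of control where 0% means no effect; nearly all actives have a fitted effect of over 60% in size; reporter is driven by a mutant NPC1 promoter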
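Stable NPC1-promoter luciferase Huh7 line; cpd (DMSO) 24 h, 37 °C, 5% CO2; Amplite luciferase reagent 10 min RT; luminescence readout. qHTS format.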
Rab9 prom act: activators of Rab9 promoter. 320,000 compounds, 2.8% hits. Huh7 Rab9 promoter-luciferase reporter, luminescence, 24 h. Potency, µM (highest dose often 9.22 µM), for inactives: at the top dose activation, negative = inhibition, most hits filed as activators. AID 485297; also: potency is read from the fitted curve at half-maximal effect; % of control where 0% means no effect; nearly all actives have a fitted effect of over 60% in size
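Huh7 reporter line, Rab9 promoter upstream of luciferase. Compound exposure 24 h at 37 °C in reduced-serum medium with 10% FBS. Read-out: luminescence.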
VP16 counter: counter-screen for ROR gamma inhibitors: Gal4-VP16 reporter | Drosophila S2 Gal4-VP16 UAS-luciferase, luminescence, 20 h | Potency, µM (highest dose often 53.6 µM), for inactives: top-dose activity, negative = inhibition, most hits filed as inhibitors | 310,000 compounds, 3.5% hits | AID 2546;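 also: Gal4-VP16 expression switched on by copper sulfate through the metallothionein promoter; potency is read from the fitted curve at half-maximal effect; % is scaled to controls: 0 for no effect and ±100 for the full control effect; nearly all actives have a fitted effect of over 50% in size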
FLuc counter: counter-screen for miR-21 project: firefly luciferase inhibitors or activators. P08659. purified FLuc, Km substrates, luminescence inhibition. Potency, µM (series often up to 57.5 µM), without a hit: at the top dose activity change, negative = inhibition, usual class: inhibitors. 360,000 compounds, 6.9% hits;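 also: potency is read from the fitted curve at half-maximal effect; plate controls were vehicle for no effect and reference inhibitor for full effect; nearly all actives have a fitted effect of over 55% in size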
Target sequence (P08659 whole entry, looked up): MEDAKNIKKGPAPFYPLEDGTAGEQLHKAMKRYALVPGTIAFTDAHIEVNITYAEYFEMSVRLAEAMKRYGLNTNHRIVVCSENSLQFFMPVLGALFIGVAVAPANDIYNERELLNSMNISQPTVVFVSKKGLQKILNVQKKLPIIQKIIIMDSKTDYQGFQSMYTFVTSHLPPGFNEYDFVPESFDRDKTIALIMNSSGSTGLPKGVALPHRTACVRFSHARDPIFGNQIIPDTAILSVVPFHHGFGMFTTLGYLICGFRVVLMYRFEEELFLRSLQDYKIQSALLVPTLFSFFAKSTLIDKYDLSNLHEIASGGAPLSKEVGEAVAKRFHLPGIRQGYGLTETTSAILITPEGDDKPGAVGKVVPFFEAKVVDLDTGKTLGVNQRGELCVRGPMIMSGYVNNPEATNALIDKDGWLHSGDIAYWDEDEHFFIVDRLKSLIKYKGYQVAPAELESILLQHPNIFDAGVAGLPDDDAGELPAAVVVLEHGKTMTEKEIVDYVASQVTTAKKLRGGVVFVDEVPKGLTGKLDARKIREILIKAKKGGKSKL
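Purified P. pyralis luciferase, 10 nM final, with Km-level 10 uM D-luciferin and 10 uM ATP in 50 mM Tris acetate pH 7.5, 10 mM Mg acetate, 0.01% Tween-20, 0.05% BSA; 6-point qHTS titration about 60 µM downward; luminescence read.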
Giardia kill: kills Giardia lamblia. Giardia lamblia trophozoite viability. activity change, % at 7.66 µM, hits read low. 340,000 compounds, 0.15% hits. AID 540267; in the data active = activity change below about -80%; inconclusive = between about -30% and that limit;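 also: parasites exposed to compound for two days anaerobically before the ATP read; % is scaled to controls: 0 for no effect and ±100 for the full control effect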
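Media and compound were dispensed first, then trophozoites at 100 cells/well; plates sat 48 hrs at 37 deg C without oxygen before ATP luminescence reagent was added and read after 15-30 min at room temperature.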
ELG1 genotox: induces genotoxicity in HEK293T cells with luciferase-tagged ELG1 | Potency, µM (titrated, usually from 46 µM), for the others: at the highest dose activity change, positive = activation, most hits filed as activators | HEK293T ELG1-luciferase reporter, luminescence, 16 h | 330,000 compounds, 1.3% hits; also: potency is read from the fitted curve at half-maximal effect; % of control where 0% means no effect; nearly all actives have a fitted effect of over 60% in size
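HEK293T cells expressing luciferase-tagged ELG1 were exposed to compound or DMSO vehicle for 16 hr at 37 °C and 5% CO2. Luciferase activity was then measured with ONE-Glo after 30 min at room temperature.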
Menin MLL FP TR: menin-MLL binding inhibition, Texas Red mutant peptide; Menin + Texas Red MLL mutant peptide, fluorescence polarization; AID 1768; Potency, µM (top dose mostly 61.6 µM), without a hit: at the top dose FP activity change, negative = inhibition, most hits filed as inhibitors; O00255; 270,000 compounds, 0.23% hits; active = well fitted inhibition curve with a large enough effect in the polarisation, with a control signal flat, not every such curve was filed as active; inconclusive = small, poorly fitted or top-dose-only effect, or effect the other way, or a change in a side signal; inactive = no such curve, though single readings can be large or run the other way; the % refers to the polarisation; also: potency is read from the fitted curve at half-maximal effect; % of control where 0% means no effect; many of its hits are not listed in these tables
PKM2 activator: activators of human pyruvate kinase M2. Potency, µM (highest dose often 57.5 µM), for the others: at the top dose activation, most hits filed as activators. 260,000 compounds, 0.34% hits. purified PKM2, Kinase-Glo ATP luminescence, activation; response scale: 0% is enzyme alone, no compound. P14618; also: potency is read from the fitted curve at half-maximal effect; % is scaled to controls: 0 for no effect and ±100 for the full control effect; nearly all actives have a fitted effect of over 55% in size
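hPK-M2, >95% pure; 0.1 mM ADP / 0.5 mM PEP final; imidazole pH7.2 buffer w/ 7 mM MgCl2, 50 mM KCl; 1 h RT; Kinase-Glo lum. Intermediate enzyme activity for dual inhibitor/activator qHTS.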
RORg inh: inhibitors of mouse ROR gamma transcriptional activity; Drosophila S2 Gal4-RORgamma UAS-luciferase reporter, 20 h; Potency, µM (titrated, usually from 53.6 µM), for inactives: at the top dose activity change, negative = inhibition, usual class: inhibitors; 310,000 compounds, 5.4% hits; also: potency is read from the fitted curve at half-maximal effect; % is scaled to controls: 0 for no effect and ±100 for the full control effect; nearly all actives have a fitted effect of over 60% in size
Target sequence (P51450 whole entry, looked up, the tested form may be a part): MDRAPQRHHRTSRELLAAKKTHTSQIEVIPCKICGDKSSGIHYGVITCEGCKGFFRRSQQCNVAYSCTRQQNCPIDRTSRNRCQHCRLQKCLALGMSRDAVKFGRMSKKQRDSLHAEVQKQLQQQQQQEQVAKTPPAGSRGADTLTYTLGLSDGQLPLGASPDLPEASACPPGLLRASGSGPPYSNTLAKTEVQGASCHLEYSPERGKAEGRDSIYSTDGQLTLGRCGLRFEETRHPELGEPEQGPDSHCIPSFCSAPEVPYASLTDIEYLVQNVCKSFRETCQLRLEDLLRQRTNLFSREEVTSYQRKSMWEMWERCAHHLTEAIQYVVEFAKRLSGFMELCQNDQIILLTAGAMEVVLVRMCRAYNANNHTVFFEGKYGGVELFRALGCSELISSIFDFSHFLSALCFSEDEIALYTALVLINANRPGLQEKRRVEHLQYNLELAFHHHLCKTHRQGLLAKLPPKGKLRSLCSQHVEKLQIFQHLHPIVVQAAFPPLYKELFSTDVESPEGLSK
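Drosophila S2 cells stably expressing Gal4-DBD/mouse RORγ fusion under metallothionein promoter plus UAS-luciferase; compound 1 h, then 700 uM CuSO4 induction for 20 h at ambient temperature; inhibition read as reduced luminescence.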
BRCA1 expr act: BRCA1 expression activation | AID 624202 | MCF7-BRCA1-FFLuc reporter, luminescence, 48 h; response scale: scaled: vehicle 0%, 10 µM genistein 100% | Potency, µM (top dose mostly 46.1 µM), for inactives: at the top dose activation, usual class: activators | 380,000 compounds, 1.1% hits; also: potency is read from the fitted curve at half-maximal effect; nearly all actives have a fitted effect of over 80% in size; some results filed as inactive show a strong effect at the top dose
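Compounds are tested at multiple concentrations on MCF7 BRCA1-luciferase reporter cells seeded at 2000 per well; after 48 h, a single luminescence end-point is taken and curves fitted to the normalized data.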
p53 reactivation: re-activators of mutant p53. H1299 p53-A138V BP100-luciferase reporter, luminescence, 24 h. Potency, µM (series often up to 92.2 µM), inactives show at the top dose activity change, positive = activation, actives largely listed as activators. 320,000 compounds, 0.063% hits; also: potency is read from the fitted curve at half-maximal effect; % of control where 0% means no effect; nearly all actives have a fitted effect of over 45% in size
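H1299 (p53-null), stable ts p53-A138V + BP100-Luc; 1000 cells/well, Opti-MEM/10% FBS; cpd 4 pt, 1:5; 24 h, 37 deg C, 5% CO2; detection reagent 10 min RT; luminescence.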
Starred values were filed as active, the others as inactive; [ ] = dose if it differs, or a comment. Unless noted, calls follow the shape of the dose curve; as a rule, active = well fitted curve in the direction sought with a large enough effect; inconclusive = small, poorly fitted or top-dose-only effect, or another doubt; inactive = no such curve, though single readings can be large; an effect the other way counts as inactive or inconclusive.

How did COCc1c(C(=O)N/N=C/c2ccc(C)o2)nnn1-c1nonc1N do in these assays?
NPC1 promoter act: inconclusive; Rab9 prom act: -2.2%; VP16 counter: 17.3%; FLuc counter: -0.7%; Giardia kill: 2.9; ELG1 genotox: 0.4%; Menin MLL FP TR: -6.3%; RORg inh: -13.5%; BRCA1 expr act: -18.0%; p53 reactivation: 1.1%

Results for O=C(Nc1ccccc1N1CCOCC1)c1cccc(S(=O)(=O)N2CCOCC2)c1 ?
NPC1 promoter act: -3.7%; Rab9 prom act: 1.0%; FLuc counter: 3.6%; Giardia kill: 19.2; ELG1 genotox: 0.6%; BRCA1 expr act: -6.1%; p53 reactivation: -8.2%

What do the screens show for `COCC(C)n1c(C)cc(C(=O)CSc2cc(C)c3ccccc3n2)c1C` (configuration not stated)?
NPC1 promoter act: -6.3%; Rab9 prom act: -3.1%; VP16 counter: -17.9%; FLuc counter: inconclusive; Giardia kill: 12.4; ELG1 genotox: -5.4%; Menin MLL FP TR: -8.3%; PKM2 activator: 4.7%; RORg inh: -19.8%; BRCA1 expr act: -51.4%; p53 reactivation: 3.2%

Results for O=C(COC(=O)C1CCC1)NCCc1ccc(Cl)cc1Cl ?
NPC1 promoter act: -0.3%; Rab9 prom act: -1.8%; VP16 counter: 1.9%; FLuc counter: 0.4%; Giardia kill: -0.9; ELG1 genotox: 1.6%; PKM2 activator: 5.5%; RORg inh: 6.6%; BRCA1 expr act: -0.3%; p53 reactivation: 3.2%

What do the screens show for `CC(Nc1cc(N2CCN(C(=O)C(C)(C)C)CC2)ccc1[N+](=O)[O-])c1ccccc1` (configuration not stated)?
NPC1 promoter act: -2.2%; Rab9 prom act: -3.6%; VP16 counter: -13.3%; FLuc counter: -0.6%; Giardia kill: 15.2; ELG1 genotox: -11.9%; Menin MLL FP TR: -18.1%; PKM2 activator: 1.1%; RORg inh: 31.7%; BRCA1 expr act: -46.4%; p53 reactivation: 7.8%

Results for CCc1ccc(C(=O)Nc2ccc(S(=O)(=O)Nc3nc(C)cc(C)n3)cc2)o1 ?
NPC1 promoter act: -0.2%; Rab9 prom act: -1.5%; VP16 counter: 6.3%; FLuc counter: 4.3%; Giardia kill: 6.1; ELG1 genotox: -1.3%; Menin MLL FP TR: 26.4%; PKM2 activator: 7.5%; RORg inh: -1.1%; BRCA1 expr act: -17.8%; p53 reactivation: -3.7%

Results for COc1cc(C(=O)Nc2ccc(N(C)C)cc2)cc(OC)c1OC ?
NPC1 promoter act: 3.6%; Rab9 prom act: 23.6%; VP16 counter: 3.5%; FLuc counter: 3.01µM*; Giardia kill: 14.6; ELG1 genotox: inconclusive; Menin MLL FP TR: 6.0%; PKM2 activator: 8.0%; RORg inh: inconclusive; BRCA1 expr act: -41.8%; p53 reactivation: inconclusive

What do the screens show for `O=C(OCN1C(=O)c2ccccc2C1=O)c1ccccc1`?
NPC1 promoter act: 0.3%; Rab9 prom act: 1.7%; VP16 counter: 3.1%; FLuc counter: 2.1%; Giardia kill: -2.5; ELG1 genotox: 1.8%; Menin MLL FP TR: 15.4%; PKM2 activator: -6.5%; RORg inh: -6.6%; BRCA1 expr act: 32.8%; p53 reactivation: 1.0%

Results for O=C(NCCc1csc(-c2ccccc2)n1)c1ccccc1F ?
NPC1 promoter act: 5.7%; Rab9 prom act: 6.6%; VP16 counter: inconclusive; FLuc counter: 26.9µM*; Giardia kill: -3.0; ELG1 genotox: -8.3%; PKM2 activator: 1.5%; RORg inh: -6.9%; BRCA1 expr act: 39.0%; p53 reactivation: 0.1%

Results for Cc1ccc(CN(Cc2ccccc2)C(=S)Nc2ccccc2C)o1 ?
NPC1 promoter act: -6.3%; Rab9 prom act: 0.9%; VP16 counter: inconclusive; FLuc counter: -3.1%; Giardia kill: -13.1; ELG1 genotox: 1.4%; Menin MLL FP TR: 2.0%; PKM2 activator: -1.6%; RORg inh: 7.08µM*; BRCA1 expr act: -22.0%; p53 reactivation: -3.2%

Results for CC(=O)c1ccc(NC(=O)c2cnn3ccccc23)cc1 ?
NPC1 promoter act: 0.355µM*; Rab9 prom act: 0.355µM*; VP16 counter: inconclusive; FLuc counter: 5.36µM*; Giardia kill: -14.5; ELG1 genotox: 1.3µM*; Menin MLL FP TR: -2.4%; PKM2 activator: -2.3%; RORg inh: inconclusive; BRCA1 expr act: -68.8%[inhibitor]; p53 reactivation: 21.0%

What do the screens show for `Brc1cccc(-c2nnc3n2CCC3)c1`?
NPC1 promoter act: 2.1%; Rab9 prom act: -2.7%; VP16 counter: 0.4%; FLuc counter: 1.4%; Giardia kill: 8.2; ELG1 genotox: -8.6%; Menin MLL FP TR: 0.6%; PKM2 activator: -4.1%; RORg inh: -0.2%; BRCA1 expr act: 30.5%; p53 reactivation: -0.3%

Results for CC(=O)N1CCN(Cc2nc3cc(NC(=O)Cn4nc(C)c5ccccc5c4=O)ccc3n2C)CC1 ?
NPC1 promoter act: 1.2%; Rab9 prom act: -4.9%; VP16 counter: -10.4%; FLuc counter: 1.8%; Giardia kill: -0.4; ELG1 genotox: -0.2%; Menin MLL FP TR: -6.7%; PKM2 activator: -3.1%; RORg inh: inconclusive; BRCA1 expr act: -0.9%; p53 reactivation: -1.4%

Results for COc1cccc(CN2CCNC(=O)C2CC(=O)N(C)C2CCOCC2)c1OC (configuration not stated) ?
NPC1 promoter act: -1.2%; Rab9 prom act: -4.2%; VP16 counter: inconclusive; FLuc counter: 5.3%; Giardia kill: 4.6; ELG1 genotox: 7.4%; PKM2 activator: 10.5%; RORg inh: 0.0%; BRCA1 expr act: -18.2%; p53 reactivation: -5.2%

Results for Cc1cc(C(=O)N/N=C/c2ccc3ccccc3c2)n[nH]1 ?
NPC1 promoter act: -3.7%; Rab9 prom act: 25.9%; VP16 counter: 19.0%; FLuc counter: inconclusive; Giardia kill: 1.9; ELG1 genotox: inconclusive; RORg inh: 0.2%; BRCA1 expr act: 61.9%; p53 reactivation: 13.8%

How did COc1ccccc1C(=O)Nc1cccc(C(=O)N2CCOCC2)c1 do in these assays?
NPC1 promoter act: 0.4%; Rab9 prom act: 0.1%; VP16 counter: -9.3%; FLuc counter: 6.6%; Giardia kill: 7.7; ELG1 genotox: -0.1%; Menin MLL FP TR: -0.4%; PKM2 activator: 0.0%; RORg inh: -15.7%; BRCA1 expr act: 7.0%; p53 reactivation: 3.4%

What do the screens show for `CC(=O)c1sc(NS(=O)(=O)c2ccc(C)cc2)nc1-c1ccccc1`?
NPC1 promoter act: -0.9%; Rab9 prom act: 5.3%; VP16 counter: -25.2%; FLuc counter: -11.7%; Giardia kill: -6.0; ELG1 genotox: 1.3%; Menin MLL FP TR: inconclusive; PKM2 activator: 0.7%; RORg inh: inconclusive; BRCA1 expr act: -12.4%; p53 reactivation: 1.7%

How did O=C(Cc1ccccc1)N1CCC(O)(c2cccnc2)CC1 do in these assays?
VP16 counter: 4.3%; FLuc counter: -2.2%; Giardia kill: 16.1; Menin MLL FP TR: 31.0%[activator]; PKM2 activator: -1.6%; RORg inh: -4.7%; BRCA1 expr act: 1.6%

How did NS(=O)(=O)c1ccc(NNC(=O)c2sccc2Cl)cc1 do in these assays?
NPC1 promoter act: -1.4%; Rab9 prom act: -3.8%; VP16 counter: -5.8%; FLuc counter: 3.1%; Giardia kill: -4.2; ELG1 genotox: 8.6%; PKM2 activator: 5.1%; RORg inh: -1.8%; BRCA1 expr act: 6.8%; p53 reactivation: -3.2%

What do the screens show for `O=C(NCc1ccccn1)c1cccc(S(=O)(=O)Nc2ccc(SC(F)F)cc2)c1`?
NPC1 promoter act: -1.8%; Rab9 prom act: -0.6%; FLuc counter: 1.1%; Giardia kill: 5.4; ELG1 genotox: 1.3%; BRCA1 expr act: -15.6%; p53 reactivation: 6.0%

What do the screens show for `Clc1ccc(CSc2snnc2-c2ccccc2)c(Cl)c1`?
NPC1 promoter act: inconclusive; Rab9 prom act: 20.1%; VP16 counter: 6.7%; FLuc counter: 13.5µM*; Giardia kill: -2.5; ELG1 genotox: inconclusive; Menin MLL FP TR: -13.2%; PKM2 activator: -1.9%; RORg inh: 24.2%; BRCA1 expr act: 64.8%; p53 reactivation: 39.8µM*

Results for Cc1ccccc1-n1nnnc1SCC(=O)c1c(N)n(C)c(=O)n(C)c1=O ?
NPC1 promoter act: 0.9%; Rab9 prom act: -5.5%; VP16 counter: -0.7%; FLuc counter: 4.1%; Giardia kill: 6.0; ELG1 genotox: 12.8%; PKM2 activator: 2.0%; RORg inh: 13.2%; BRCA1 expr act: 0.0%; p53 reactivation: 4.4%

The list is partial; the hit share may differ from the screen's.
